From PubChem BioAssay
IMPase cell inh = qHTS Assay for Identifying the Cell-Membrane Permeable IMPase Inhibitors; Inositol monophosphatase 1 (Rattus norvegicus), P97697; CHO-M1 cells, IP1 accumulation, HTRF TR-FRET ratio; inhibition (IP1 accumulation), % at 46.1 µM; 120,000 tested, under 10 active; active = well fitted curve in the direction sought with a large enough effect in the signal ratio, not every such curve was filed as active; inconclusive = small, poorly fitted or top-dose-only effect, or a change in a side signal; inactive = no such curve, though single readings can be large or run the other way; the % refers to the signal ratio;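 note: cells stimulated with carbachol in lithium chloride buffer; plate controls were DMSO basal wells for no effect and reference inhibitor wells for full effect; higher means more IMPase inhibition seen as more IP1 and lower FRET ratio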
Target sequence (P97697 whole entry, looked up): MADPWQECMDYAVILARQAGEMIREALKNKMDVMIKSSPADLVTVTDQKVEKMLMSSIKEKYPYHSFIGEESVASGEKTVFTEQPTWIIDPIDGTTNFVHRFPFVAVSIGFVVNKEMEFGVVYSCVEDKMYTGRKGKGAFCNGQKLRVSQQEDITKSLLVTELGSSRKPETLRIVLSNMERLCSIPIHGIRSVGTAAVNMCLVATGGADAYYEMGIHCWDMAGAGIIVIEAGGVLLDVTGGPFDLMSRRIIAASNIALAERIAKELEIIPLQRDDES
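CHO-M1, 2000 cells/well, cultured 16–30 h; cpd up to 46 uM; carbachol (50 uM solution, stimulation buffer w/ 50 mM LiCl, pH 7.4), 30 min 37C; IP-One TR-FRET, 10 min RT; Ex 320/Em 665, 620; Hill-fit AC50.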
ALOX15B inhib = qHTS Assay for Inhibitors of 15-hLO-2 (15-human lipoxygenase 2); Polyunsaturated fatty acid lipoxygenase ALOX15B (Homo sapiens), O15296; purified 15hLO-2, xylenol orange hydroperoxide absorbance; Potency, µM (titrated, usually from 57.1 µM), inactives show at the top dose activity change, negative = inhibition, usual class: inhibitors; 110,000 compounds, 0.56% hits; AID 881, 2007; note: potency is the fitted concentration of half-maximal effect; nearly all actives have a fitted effect of over 60% in size; many of its hits are not listed in these tables
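Screening format was qHTS against 50 nM purified 15hLO-2 in Hepes pH 7.5 with detergent. Activity follows hydroperoxide formation from 45 uM arachidonic acid, measured as 573:405 nm absorbance ratio of the ferric-xylenol orange complex.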
ALOX12 inhib = qHTS Assay for Inhibitors of 12-hLO (12-human lipoxygenase); purified 12-hLO, xylenol orange hydroperoxide absorbance; Potency, µM (top dose mostly 57.1 µM), without a hit: at the top dose activity change, negative = inhibition, most hits filed as inhibitors; 150,000 compounds, 0.12% hits; note: potency is the fitted concentration of half-maximal effect; nearly all actives have a fitted effect of over 55% in size; many of its hits are not listed in these tables
Target sequence (P18054 whole entry, looked up): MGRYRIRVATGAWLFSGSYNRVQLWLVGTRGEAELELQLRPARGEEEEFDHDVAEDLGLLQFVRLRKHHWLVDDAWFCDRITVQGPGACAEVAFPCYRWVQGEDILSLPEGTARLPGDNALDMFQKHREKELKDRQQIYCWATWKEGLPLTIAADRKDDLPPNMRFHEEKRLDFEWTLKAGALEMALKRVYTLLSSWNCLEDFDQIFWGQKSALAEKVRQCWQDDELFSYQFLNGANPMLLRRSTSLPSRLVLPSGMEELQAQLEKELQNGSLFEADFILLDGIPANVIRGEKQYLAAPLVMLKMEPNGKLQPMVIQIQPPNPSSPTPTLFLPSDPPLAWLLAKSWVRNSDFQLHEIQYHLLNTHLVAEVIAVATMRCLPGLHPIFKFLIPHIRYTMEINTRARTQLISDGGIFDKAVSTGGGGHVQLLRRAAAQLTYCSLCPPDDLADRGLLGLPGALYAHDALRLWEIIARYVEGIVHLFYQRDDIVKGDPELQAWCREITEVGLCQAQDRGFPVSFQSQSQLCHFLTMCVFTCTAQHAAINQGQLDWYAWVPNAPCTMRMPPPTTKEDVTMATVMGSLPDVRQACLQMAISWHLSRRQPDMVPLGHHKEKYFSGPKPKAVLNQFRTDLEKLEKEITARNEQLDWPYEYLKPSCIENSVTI
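Xylenol orange chromogenic assay: hydroperoxide from 12hLO oxidises Fe(II), giving red-shifted Fe(III)-XO absorbance. Conditions: 150 nM enzyme, 40 uM arachidonic acid, 25 mM Hepes pH 7.0, 0.01% Triton X-100, 30 min, room temperature.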
PNC inhibitor = High Content Assay for Compounds that inhibit the Assembly of the Perinucleolar Compartment. PC3M PTB-GFP, PNC prevalence imaging, 16 h; active compounds read low. activity change (PNC), negative = inhibition, % at 10 µM. 140,000 compounds, 3.1% hits. AID 2417, 2010;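 active = readout at or below -70, meaning at least 70% loss of cells showing the perinucleolar compartment, a nuclear body marking cancer cells; inconclusive = readout between -30 and a set limit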;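 note: plate controls were DMSO wells for no effect and camptothecin positive control wells for full effect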
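PC3M cells stably expressing PTB-GFP, 750–1000 cells/well, treated 16 h at 37 °C with compound (23 nl of library stock), in duplicate. After paraformaldehyde fixation and Hoechst stain, imaged at 20x; PNC prevalence scored by image analysis.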
* hit, by the source's call; ? = inconclusive; / = no result given; [ ] = another dose, or the depositor's remark. Unless noted, calls come from the whole dose curve; as a rule, active = well fitted curve in the direction sought with a large enough effect; inconclusive = small, poorly fitted or top-dose-only effect, or another doubt; inactive = no such curve, though single readings can be large; an effect the other way counts as inactive or inconclusive. Unless noted, % is set by controls: 0 for no effect and ±100 for the full control effect.

Under each structure – IMPase cell inh | ALOX15B inhib | ALOX12 inhib | PNC inhibitor
#1 O=C(CN(Cc1ccco1)C(=O)CNS(=O)(=O)c1ccc(F)cc1)NCc1ccc(F)cc1
 : 9 | 1% | -6% | ?
#2 O=C(c1ccc2ccccc2c1)N1CCN(c2ccc([N+](=O)[O-])c(N3CCOCC3)c2)CC1
 : -2 | -17% | -7% | ?
#3 CCCOc1ccc(/C=N/Nc2ccccc2[N+](=O)[O-])c(OCCC)c1
 : -13 | / | -4% | ?
#4 CCCCCC1=C(C(=O)OC)C(C(=O)OCC)N(S(=O)(=O)C(F)(F)F)c2ccccc21 (stereo unspecified)
 : / | 2%[0.0915 µM] | -2%[0.00818 µM] | /
#5 CCOc1ccc(/C=C\C(C)=N\O)cc1
 : 6 | -5% | -3% | 42
#6 CCOC(=O)C1CCCN(c2nc3ccccc3nc2C(C#N)C(=O)OC(C)COC)C1 (stereo unspecified)
 : 11 | / | -2% | 1
#7 Cc1cccc(C(=O)OCc2cnc(Cl)s2)c1
 : 5 | 5% | 0% | -24
#8 Cc1nnc(N(C)C(=O)c2cccnc2)s1
 : -2 | 4% | 3% | -21
#9 CCCCN(C)C(=O)c1cn(CC)c2ccc(S(=O)(=O)N(C)C)cc2c1=O
 : 9 | 7% | 0% | 40
#10 COc1ccc(OCC(=O)NNC(=O)C(=O)Nc2ccc(C)cc2)cc1
 : / | / | -2% | -28
#11 Cc1ccc2occ(C(c3nnnn3C3CCCC3)N3CCN(C(=O)c4ccco4)CC3)c(=O)c2c1 (stereo unspecified)
 : 9 | -8% | -8% | 22
#12 Cc1cc(C)n2nc(C(=O)Nc3ccc4c(c3)OCO4)nc2n1
 : 9 | -1% | -3% | -3
#13 COc1ccc(S(=O)(=O)Nc2c(C)ccc3nsnc23)cc1OC
 : -5 | 0% | 3% | 32
#14 Cc1ccc(NC(=O)CN(C)C(=O)COc2cccc3cccnc23)cc1
 : / | / | 0% | 43
#15 COCCn1c(=O)c(-c2cccs2)nc2cnc(Oc3ccc(OC)cc3)nc21
 : / | -13% | -5% | /
#16 Cc1ccc(CNC(=O)Cn2c(=O)oc3ccccc32)o1
 : 1 | 5% | -4% | 27
#17 COc1cc(OC)c(C2C(C(=O)Nc3ccc(C)cc3C)=C(C)Nc3ncnn32)cc1OC (stereo unspecified)
 : 8 | -6% | 3% | -23
#18 CCn1c(=O)n(CC(=O)NCc2ccco2)c(=O)c2ccccc21
 : 4 | -23% | -5% | 3
#19 Cc1ccc(N2CCN(S(=O)(=O)N3CCCCCC3)CC2)cc1Cl
 : 6 | 4% | -4% | 5
#20 CO/N=C/NC(=O)NOCc1ccc(Cl)cc1Cl
 : 0 | 0% | -4% | ?
#21 CCOC(=O)c1c(NC(=O)CSc2nc3ccccc3c(=O)n2-c2ccc(F)cc2)sc(C(C)=O)c1C
 : / | / | 5% | 21
#22 COc1ccc2nc(N3C(=O)CC(Cc4ccc(Cl)cc4)C3=O)sc2c1 (stereo unspecified)
 : 10 | -11% | -11% | ?
#23 COc1ccc(C2CC(=O)c3cnc(NC(=O)c4ccccc4)nc3C2)c(OC)c1 (stereo unspecified)
 : 10 | 4% | -4% | -24
#24 Cc1occc1C(=O)Nc1sc2c(c1C(N)=O)CCCCC2
 : 11 | -29% | -7% | -23
#25 COCC(=O)N1CCC2(CC1)CCN(C(c1ccccc1)c1ccccc1)CC2
 : / | 2% | 2% | /
#26 COCCn1c(=O)c(-c2ccc(Cl)cc2)nc2cnc(Oc3ccc(OC)cc3)nc21
 : / | -4% | 7% | /
#27 O=c1c2ccccc2cnn1-c1ccc(Cl)cc1
 : 6 | -3% | -4% | ?
#28 Cc1cccc(C(=O)/C=C2/c3ccccc3CC(C)(C)N2C)c1
 : 8[1.84 µM] | 5%[11.4 µM] | -2% | ?
#29 CSc1nc2cc3c(cc2n1C(=O)c1ccc(C)cc1)OCCO3
 : 2 | 5% | -6% | -14
#30 CCOC(=O)c1nnn(CC(=O)N2N=C(c3cccc4ccccc34)CC2c2ccccc2)c1C(=O)OCC (stereo unspecified)
 : -1 | / | 6% | 6
#31 COc1ccc(C(=O)NCC(=O)NCC(=O)OCC(=O)C(C)(C)C)cc1
 : / | / | 1% | 0
#32 CCCS(=O)(=O)N1CCC(C(=O)NCCCN2CCCC2=O)CC1
 : 11 | -3% | -5% | 18
#33 CCOC(=O)c1c(C)n(C)c2cc(-c3ccc(C)cc3)c(O)cc12
 : / | / | -1% | 5
#34 COc1ccccc1CNC(=O)C(NS(=O)(=O)c1ccc2c(c1)oc(=O)n2C)C(C)C (stereo unspecified)
 : -3 | -7% | 5% | ?
#35 COc1cc(S(=O)(=O)N2CCN(C)CC2)c(OC)cc1Cl
 : -5 | 3% | 0% | 31
#36 Cc1ccnc(NS(=O)(=O)c2cnc(Cl)c(Br)c2)c1
 : 0 | / | -2% | ?
#37 CC(Oc1ccc(Cl)cc1Cl)C(=O)NCc1ccncc1 (stereo unspecified)
 : 6 | -7% | -3% | ?
#38 O=C(c1ccc(F)cc1)N1CCN(C(=O)c2cccnc2)CC1
 : 1 | -1% | 5% | -17
#39 O=C1CCc2cc(S(=O)(=O)NC(Cc3ccccc3)C(=O)NC3CCCCC3)ccc2N1 (stereo unspecified)
 : 8 | 2% | 3% | -17
#40 O=S(=O)(NCc1ccco1)c1ccc2c(c1)Cc1ccccc1-2
 : 9 | -14% | 0% | ?
#41 CCOC(=O)c1cc(-c2ccccc2)sc1NC(=O)CCN1C(=O)c2ccccc2C1=O
 : -7 | / | 0% | 13
#42 Cc1cccc(NC(=O)Cn2c(=O)n3nc(CCn4nc(C)cc4C)nc3c3ccccc32)c1
 : 1 | ? | 0% | 43
#43 CC(NC(=S)Nc1ccc(OC(F)F)cc1OC(F)F)C(C)(C)C (stereo unspecified)
 : / | / | -4% | -23
#44 CCC(C)(C)NC(=O)C(c1cccn1C)N(C(=O)Cn1nnc2ccccc21)c1ccccc1OC (stereo unspecified)
 : 5 | 7% | -10% | 1
#45 O=C(Nc1ccc(N2CCCCC2)cc1)c1cccnc1
 : 25 | 2% | -3% | -14
#46 COc1ccc(OC)c(/C=C/C(=O)N2C(=O)c3cccc(N)c3C2=O)c1
 : / | / | -3% | 17
#47 Cc1ccc(OCC2Cn3c(nc4c3c(=O)[nH]c(=O)n4C)O2)cc1 (stereo unspecified)
 : 6 | 5% | 0% | -103*
#48 COC(=O)c1cc(NC(=O)c2nccnc2C(=O)O)cc(C(=O)OC)c1
 : 4 | 3% | -2% | ?
#49 O=C(O)CC/C(=N/NC(=O)c1cccs1)c1ccccc1
 : / | / | 2% | 0
#50 O=C(c1cccn2c(=O)c3ccccc3nc12)N1CCN(Cc2ccc3c(c2)OCO3)CC1
 : -9 | 5% | -17% | ?
#51 COc1ccc(C(=O)NCCc2cn3ccc(C)cc3n2)cc1
 : -8 | -1% | 0% | -20
#52 CCNC(=O)NC(=O)C(C)On1nnc2ccc(S(=O)(=O)N(CC)CC)cc21 (stereo unspecified)
 : -8 | / | -1% | 21
#53 CC(=O)Nc1ccc(OCC(O)Cn2nc(C)nc2C)cc1 (stereo unspecified)
 : -1 | 12%[2.29 µM] | -5% | 18
#54 CCn1c(C)nc2cc(C(=O)N/N=C/c3ccc(OC)c(O)c3)ccc21
 : / | / | 7% | 31
#55 Cc1cn(S(=O)(=O)c2cc(Br)ccc2Br)cn1
 : / | / | 0% | -19
#56 CCOc1ccccc1-n1c(SCC(=O)N2CCCC2)nnc1-c1ccc(O)cc1
 : -3 | 1% | -1% | -10
#57 COc1nc(-c2ccc(Cl)cc2)ccc1-c1noc(-c2ccco2)n1
 : 1 | -14% | -5% | ?
#58 Cc1ccc2[nH]c3c(c2c1)CN(C(=O)CN1CCN(Cc2ccc4c(c2)OCO4)CC1)CC3
 : 8 | 33%[activator] | -10% | -1
#59 N#CCSc1nc2cc(C(=O)N3CCC(C(N)=O)CC3)ccc2c2nc3ccccc3n12
 : 1 | -6% | 0% | ?
#60 NC(=O)C(c1cccc(Cl)c1)c1ncc(C(F)(F)F)cc1Cl (stereo unspecified)
 : 3 | / | 4% | 24

Record cards, from the list above. Screens in order: IMPase cell inh | ALOX15B inhib | ALOX12 inhib | PNC inhibitor
`COc1ccccc1CNC(=O)C(NS(=O)(=O)c1ccc2c(c1)oc(=O)n2C)C(C)C` (stereo unspecified) across the screens: -3 | -7% | 5% | ?
`O=S(=O)(NCc1ccco1)c1ccc2c(c1)Cc1ccccc1-2` across the screens: 9 | -14% | 0% | ?
`CC(Oc1ccc(Cl)cc1Cl)C(=O)NCc1ccncc1` (stereo unspecified) across the screens: 6 | -7% | -3% | ?

Further results
Under each structure – IMPase cell inh | ALOX15B inhib | ALOX12 inhib | PNC inhibitor
#61 COc1cc2[nH]c(=O)n(Cc3ccc(C(=O)NC4CCCC4)cc3)c(=O)c2cc1OC
 : 6 | 0% | 10% | 10
#62 O=C(Cc1ccccc1)Nc1ccc(NC(=O)c2cccc(Cl)c2)cc1
 : -10 | / | 3% | ?
#63 COc1ccc(-c2noc(CSc3nnc(-c4ccncc4)n3-c3ccc(F)cc3)n2)cc1OC
 : 20 | 1% | -5% | 23
#64 C=C(C)C1CC=C(CN2CC(C)OC(C)C2)CC1 (stereo unspecified)
 : 6 | 4% | 0% | 13
#65 O=C(NC1=NCCS1)c1ccc(Cl)s1
 : -9 | 1% | -3% | 5
#66 CNc1nc(SC)nc(N(C#N)CC(=O)OC)n1
 : -5 | / | 4% | -100*
#67 Cc1cc(C)n(-c2cc(-c3ccccc3)nc(C)n2)n1
 : -8 | 9% | 0% | 26
#68 COc1cc(-c2nnc3n(CCc4ccccc4)c(=O)c4ccccc4n23)cc(OC)c1OC
 : / | / | 2% | ?
#69 O=C(Nc1ccccc1)c1cnc2n(c1=O)CCS2
 : 0 | / | -4% | -119*
#70 CCN(CC(=O)Nc1ccc(NC(C)=O)cc1)C(=O)COc1ccc(C(=O)c2ccccc2)cc1
 : -10 | / | 2% | -2
#71 O=C(CSc1ncnc2ccccc12)Nc1cc(S(=O)(=O)N2CCCCC2)ccc1Cl
 : / | / | -2% | ?
#72 C=C(C(=O)c1ccccc1)C(C)C(=C)C(=O)c1ccccc1
 : 7 | / | -2% | -21
#73 COc1ccc(S(=O)(=O)Nc2ccccc2C(=O)NC(C)(C)C)cc1OC
 : 4 | 0% | 7% | -112*
#74 Cc1ccc(S(=O)(=O)CCC(=O)c2ccc(O)cc2O)cc1
 : -2 | -4% | -5% | -9
#75 CCOc1c(CNCCNC(=O)c2nonc2N)cccc1OC
 : 8 | 3% | 1% | 19
#76 COC(=O)c1cc(OC)c(OC)cc1NC(=O)c1ccco1
 : 5 | -5% | 3% | -22
#77 COc1ccc(S(=O)(=O)Cc2ccc(C(=O)N3CCC(C(N)=O)CC3)o2)cc1
 : -4 | 3% | 7% | -85*
#78 O=C(c1cccc(F)c1)N1CCC2(CC1)CCN(c1ccccn1)CC2
 : / | -3% | -5% | /
#79 CCn1cc(C(=O)OCC(=O)Nc2cc(S(=O)(=O)N(C)C)ccc2C)c(=O)c2ccc(C)nc21
 : 3 | -9% | 1% | 9
#80 C(=C\c1nc2ccccc2[nH]1)/c1ccccc1
 : -7 | / | 7% | 66
#81 CC1CCN(C(=O)CSc2nc3ccccc3c(=O)n2Cc2ccc3c(c2)OCO3)CC1
 : 10 | -12% | -9% | -18
#82 Cc1c(C(=O)N2CCCCC2)oc2ccc(S(=O)(=O)N3CC(C)CC(C)C3)cc12 (stereo unspecified)
 : 10 | -8% | -6% | -3
#83 Cc1ccc(NC(=O)Cc2ccc(Cl)c(Cl)c2)cc1S(=O)(=O)N(C)C
 : / | / | -2% | 16
#84 CCOc1ccc(CCNC(=O)C(C)n2nc(C)n3c(cc4occc43)c2=O)cc1OCC (stereo unspecified)
 : 5 | -2% | -3% | 29

Some of the compounds tested; rates above refer to the full screens.
